GLP-1R agonist – agonists of human GLP-1 receptor; HEK293 GLP-1R CRE-luciferase, luminescence, 4-6 h; cells express a hypersensitive GLP-1R form; Potency, µM (doses to about 45.6 µM), inactives show at the highest dose activation, most hits filed as activators; P43220; hit rate 0.007% among 380,000; also: % of control where 0% means no effect
Target sequence (P43220 whole entry, looked up): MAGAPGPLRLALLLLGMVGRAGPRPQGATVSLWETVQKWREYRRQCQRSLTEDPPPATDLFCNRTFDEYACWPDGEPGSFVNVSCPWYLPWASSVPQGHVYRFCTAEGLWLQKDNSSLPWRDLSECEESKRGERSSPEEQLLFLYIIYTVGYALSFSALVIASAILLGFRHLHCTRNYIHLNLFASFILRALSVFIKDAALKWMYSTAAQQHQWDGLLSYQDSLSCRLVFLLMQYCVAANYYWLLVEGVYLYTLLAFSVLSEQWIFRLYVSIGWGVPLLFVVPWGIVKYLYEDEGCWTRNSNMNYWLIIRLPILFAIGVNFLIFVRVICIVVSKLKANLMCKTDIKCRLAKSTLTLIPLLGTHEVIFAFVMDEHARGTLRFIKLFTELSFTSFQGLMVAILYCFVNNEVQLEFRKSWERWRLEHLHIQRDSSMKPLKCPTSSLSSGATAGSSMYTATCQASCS
SW480 rerep – inducers of DNA re-replication in SW480 colon cancer cells | SW480 DNA re-replication, Hoechst DNA content imaging, 48 h | Potency, µM (titrated, usually from 46.1 µM), for the others: at the highest dose re-replication activation, hits mostly activators | hit rate 1.8% among 340,000 | AID 624297; also: % of control where 0% means no effect; nearly all actives have a fitted effect of over 55% in size
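First, 250 cells per well were seeded. Next, compound or vehicle (23 nL) was pinned in, plates sat 48 hr at 37 C. Finally Hoechst was added for 40 min before fluorescence scanning.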
HT1080 IDH1KD tx – kills HT-1080 cells with IDH1 knockdown; HT-1080 IDH1 knockdown viability, ATP luminescence, 48 h; Potency, µM (top dose mostly 46.1 µM), inactives show at the highest dose activity, negative = toxicity, usual class: cytotoxic; hit rate 2% among 360,000; AID 686971;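 also: 0% = DMSO wells and -100% = cell-free medium wells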
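After a 2 h attachment period, IDH1KD HT-1080 cells took pin-transferred compound for 48 h at 37 °C; ATP-based luminescence after 10 min room-temperature reagent incubation reported viability.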
GLP1R inv ag – inverse agonists of human GLP-1 receptor. HEK293 GLP-1R CRE-luciferase, luminescence, 24 h; GLP-1R form is constitutively active. Potency, µM (titrated, usually from 38.3 µM), for the others: at the top dose activity change, negative = inhibition, most hits filed as inhibitors. P43220. AID 624417. hit rate 1.6% among 410,000; also: % is scaled to controls: 0 for no effect and ±100 for the full control effect; nearly all actives have a fitted effect of over 55% in size
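Using stably transfected HEK293 (constitutively active GLP-1R, cAMP-luciferase reporter), compounds were incubated 24 hr and luciferase measured by luminescence.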
KB-V1 MDR tox – kills drug-selected multidrug resistant KB-V1 cells. KB-V1 MDR cells viability, CellTiter-Glo, 72 h. Potency, µM (titrated, usually from 46.1 µM), without a hit: at the top dose activity change, negative = cytotoxicity, most hits filed as cytotoxic. hit rate 3.4% among 400,000. AID 1347076; also: % is scaled to controls: 0 for no effect and ±100 for the full control effect; nearly all actives have a fitted effect of over 60% in size
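Drug-selected KB-V1 cells, grown in DMEM lacking phenol red with 10% FBS, receive compound titrations; after three days at 37 degrees C, surviving cell ATP is quantified by CellTiter-Glo luminescence and responses normalized and curve-fitted.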
KB-3-1 tox – kills parental KB-3-1 adenocarcinoma cells. KB-3-1 viability, CellTiter-Glo ATP luminescence, 72 h. Potency, µM (titrated, usually from 46.1 µM), for inactives: at the highest dose activity change, negative = cytotoxic, usual class: cytotoxic. hit rate 1.4% among 400,000. AID 1347075; also: % is scaled to controls: 0 for no effect and ±100 for the full control effect; nearly all actives have a fitted effect of over 60% in size
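Parental KB-3-1 viability, qHTS format: 72 h compound exposure, 37 °C; CellTiter-Glo; media-only wells and DMSO plates as controls; concentration-effect fits on corrected data.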
TDP43 rescue – inhibitors of TDP-43 toxicity in yeast; TDP-43 expressing yeast growth rescue, BacTiter-Glo, 24 h; Potency, µM (top dose mostly 46.1 µM), without a hit: at the highest dose growth rescue (activation), most hits filed as activators; hit rate 1.8% among 410,000; AID 652104; also: % of control where 0% means no effect; nearly all actives have a fitted effect of over 50% in size
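Yeast expressing TDP-43 (pregrown in raffinose, seeded at OD600=0.02 in galactose medium) exposed to compounds 24 hr at 30 deg C. Growth read by BacTiter-Glo luminescence; rescue of toxicity appears as increased signal.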
HT1080-NT tox – kills 2HG-producing HT-1080-NT fibrosarcoma cells; AID 686970; Potency, µM (highest dose often 46.1 µM), inactives show at the highest dose activity, negative = less viability, usual class: cytotoxic; hit rate 1.6% among 360,000; HT-1080-NT fibrosarcoma viability, CellTiter-Glo ATP luminescence, 48 h;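 also: NT is the 2HG producing partner of a matched IDH1 knockdown line; 0% = DMSO-treated cells and -100% = media-only wells without cells; nearly all actives have a fitted effect of over 55% in size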
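Compounds were tested in concentration-response format on HT-1080-NT cells for 48 hours at 37 degrees C. Cell viability came from CellTiter-Glo luminescence; curves were classified by r2, response magnitude and activity.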
GLP1R cytotox – cytotoxicity in counter-screen for GLP-1R inverse agonists. HEK293 cAMP-luciferase reporter cells, luminescence, 24 h. Potency, µM (highest dose often 38.3 µM), for inactives: at the highest dose activity change, negative = inhibition, usual class: inhibitors. hit rate 0.13% among 410,000. AID 624418;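 also: loss of luciferase light is scored as toxicity; % is scaled to controls: 0 for no effect and ±100 for the full control effect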
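Quantitative HTS format, 1536 wells, 200 cells/uL seeded. Compounds: 23 nL, 24 h, 37 °C. Detection: luciferase reagent, luminescence at 12 min RT; decreased signal taken as cytotoxic.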
Starred values were filed as active, the others as inactive; [ ] = remark or other dose. Calls follow the shape of the dose curve; as a rule, active = well fitted curve in the direction sought with a large enough effect; inconclusive = small, poorly fitted or top-dose-only effect, or another doubt; inactive = no such curve, though single readings can be large; an effect the other way counts as inactive or inconclusive. Potency is read from the fitted curve at half-maximal effect.

How did CN(C)c1nc2c(c(=O)n(C)c(=O)n2C)n1CC(=O)c1cccs1 do in these assays?
GLP-1R agonist: 2%; SW480 rerep: -12%; HT1080 IDH1KD tx: 17%; GLP1R inv ag: 5%; KB-V1 MDR tox: 18%; KB-3-1 tox: -7%; TDP43 rescue: -22%; HT1080-NT tox: 17%; GLP1R cytotox: -2%

Results for CC1CCc2nc(NC(=O)c3ccc(S(=O)(=O)N4CCCc5ccccc54)cc3)sc2C1 (stereo not given) ?
GLP-1R agonist: -6%; SW480 rerep: 0%; HT1080 IDH1KD tx: 1%; GLP1R inv ag: -35%; KB-V1 MDR tox: inconclusive; KB-3-1 tox: -26%; TDP43 rescue: -19%; HT1080-NT tox: 1%; GLP1R cytotox: -1%

What do the screens show for `OCCn1c(CSc2nnc(-c3ccco3)n2-c2ccccc2)nc2ccc(Cl)cc21`?
GLP-1R agonist: 1%; SW480 rerep: -1%; HT1080 IDH1KD tx: -1%; GLP1R inv ag: inconclusive; KB-V1 MDR tox: -15%; KB-3-1 tox: -9%; TDP43 rescue: 7%; HT1080-NT tox: -19%; GLP1R cytotox: -18%

Results for CCOC(=O)c1cc2c(ccn2C)n1Cc1cc(C)ccc1C ?
GLP-1R agonist: 1%; SW480 rerep: 12%; HT1080 IDH1KD tx: -9%; GLP1R inv ag: -21%; KB-V1 MDR tox: -17%; KB-3-1 tox: 0%; TDP43 rescue: 6%; HT1080-NT tox: -3%; GLP1R cytotox: 1%

How did CCN1/C(=C/c2ccc3cc(C)ccc3[n+]2CC)Sc2cc(C)ccc21 do in these assays?
GLP-1R agonist: -7%; SW480 rerep: -100%[inhibitor]; HT1080 IDH1KD tx: 23µM*; GLP1R inv ag: 14%; KB-V1 MDR tox: -12%; KB-3-1 tox: inconclusive; TDP43 rescue: -95%[inhibitor]; HT1080-NT tox: 16µM*; GLP1R cytotox: inconclusive

Results for O=C(CN1CCOCC1)N/N=C/c1ccco1 ?
GLP-1R agonist: -2%; SW480 rerep: inconclusive; HT1080 IDH1KD tx: 16%; GLP1R inv ag: 1%; KB-V1 MDR tox: -2%; KB-3-1 tox: 11%; TDP43 rescue: -7%; HT1080-NT tox: 17%; GLP1R cytotox: 8%

What do the screens show for `CCc1ccccc1NC(=S)NCc1ccc2c(c1)OCO2`?
GLP-1R agonist: -6%; SW480 rerep: inconclusive; HT1080 IDH1KD tx: inconclusive; GLP1R inv ag: -18%; KB-V1 MDR tox: -9%; KB-3-1 tox: 7%; TDP43 rescue: 21%; HT1080-NT tox: inconclusive; GLP1R cytotox: -7%

Results for COc1ccc(OC)c(/C=N/NC(=O)c2ccc[n+](CC(=O)c3ccccc3)c2)c1 ?
GLP-1R agonist: -2%; SW480 rerep: -19%; HT1080 IDH1KD tx: -2%; GLP1R inv ag: 11%; KB-V1 MDR tox: -23%; KB-3-1 tox: -4%; TDP43 rescue: -4%; HT1080-NT tox: 1%; GLP1R cytotox: -1%

Results for CCN1C(=O)[C@H]2[C@@H](c3ccc(-c4ccc(OC)cc4)c(OC)c3)N[C@@](Cc3ccccc3)(C(=O)OC)[C@H]2C1=O ?
GLP-1R agonist: 13%; SW480 rerep: -4%; HT1080 IDH1KD tx: 2%; GLP1R inv ag: -25%; KB-V1 MDR tox: 8%; KB-3-1 tox: 0%; TDP43 rescue: 28%; HT1080-NT tox: 10%; GLP1R cytotox: 2%

How did COC(=O)c1cnn(-c2ccccc2)c1/C=N/NC(=S)Nc1ccc(Cl)cc1 do in these assays?
GLP-1R agonist: 0%; SW480 rerep: -2%; HT1080 IDH1KD tx: 2%; GLP1R inv ag: 19%; KB-V1 MDR tox: -5%; KB-3-1 tox: -4%; TDP43 rescue: -6%; HT1080-NT tox: inconclusive; GLP1R cytotox: -1%

What do the screens show for `Cc1c(C(=O)NCCc2ccccc2)oc2ccc(S(=O)(=O)N3CCOCC3)cc12`?
GLP-1R agonist: -3%; SW480 rerep: 16%; HT1080 IDH1KD tx: -1%; GLP1R inv ag: inconclusive; KB-V1 MDR tox: -18%; KB-3-1 tox: 21%; TDP43 rescue: 6%; HT1080-NT tox: -11%; GLP1R cytotox: -10%

Results for C=CCC[C@@H](Cc1ccc(F)cc1)C(=O)O[C@H](CNC(=O)[C@@H](CC=C)CC(=O)N[C@H](CO)Cc1ccccc1)c1ccccc1 ?
GLP-1R agonist: -2%; SW480 rerep: inconclusive; HT1080 IDH1KD tx: -4%; GLP1R inv ag: -6%; KB-V1 MDR tox: -1%; KB-3-1 tox: 10%; TDP43 rescue: 0%; HT1080-NT tox: -7%; GLP1R cytotox: 1%

How did N#Cc1c(N2CCCC(O)C2)nc(N)c2c(N)nc3c(c12)CC(=O)N3C12CC3CC(CC(C3)C1)C2 (stereo not given) do in these assays?
GLP-1R agonist: 14%; SW480 rerep: 4.6µM*; HT1080 IDH1KD tx: -14%; GLP1R inv ag: 172%[activator]; KB-V1 MDR tox: 15µM*; KB-3-1 tox: 4.1µM*; TDP43 rescue: inconclusive; HT1080-NT tox: -16%; GLP1R cytotox: 2%

What do the screens show for `CN(C(=O)c1cc2c(s1)-c1ccc(Cl)cc1SC2)c1cccc(C(F)(F)F)c1`?
GLP1R inv ag: inconclusive; KB-V1 MDR tox: -9%; KB-3-1 tox: -6%; TDP43 rescue: 26%; GLP1R cytotox: -1%

Results for Cc1ccc(-c2nnc(OCC3CCCO3)c3ccccc23)cc1 (stereo not given) ?
GLP-1R agonist: 13%; SW480 rerep: -5%; HT1080 IDH1KD tx: -14%; GLP1R inv ag: inconclusive; KB-V1 MDR tox: inconclusive; KB-3-1 tox: -8%; TDP43 rescue: 13%; HT1080-NT tox: -20%; GLP1R cytotox: -5%

Results for N#CC(c1ccc(=O)[nH]n1)c1ccc(Cl)cc1Cl (stereo not given) ?
GLP-1R agonist: 13%; SW480 rerep: -1%; HT1080 IDH1KD tx: 15%; GLP1R inv ag: 13%; KB-V1 MDR tox: 16%; KB-3-1 tox: 0%; TDP43 rescue: -11%; HT1080-NT tox: 3%; GLP1R cytotox: -12%

What do the screens show for `Cc1ccc(-n2cc(C(=O)OCc3ccc(Cl)cc3)c3ccccc3c2=O)cc1`?
GLP1R inv ag: -11%; KB-V1 MDR tox: 21%; KB-3-1 tox: -4%; TDP43 rescue: 13%; GLP1R cytotox: 3%

How did Cc1ccc(C(=O)NNC(=O)c2cccc(C)c2)cc1 do in these assays?
GLP-1R agonist: 5%; SW480 rerep: -8%; HT1080 IDH1KD tx: 7%; GLP1R inv ag: 1%; KB-V1 MDR tox: 12%; KB-3-1 tox: inconclusive; TDP43 rescue: -12%; HT1080-NT tox: inconclusive; GLP1R cytotox: 1%

How did Cc1cc2n(n1)C(c1ccc(N(C)C)cc1)Nc1ccccc1-2 (stereo not given) do in these assays?
GLP-1R agonist: 1%; SW480 rerep: 21µM*; HT1080 IDH1KD tx: 0%; GLP1R inv ag: 0%; KB-V1 MDR tox: inconclusive; KB-3-1 tox: inconclusive; TDP43 rescue: 0%; HT1080-NT tox: 1%; GLP1R cytotox: 10%

How did O=C(COC(=O)c1ccc(S(=O)(=O)N2CCCC2)cc1)NCc1ccc(Cl)cc1 do in these assays?
GLP-1R agonist: 7%; SW480 rerep: -1%; HT1080 IDH1KD tx: 0%; GLP1R inv ag: 1%; KB-V1 MDR tox: -7%; KB-3-1 tox: 3%; TDP43 rescue: 1%; HT1080-NT tox: 3%; GLP1R cytotox: 42%[activator]

How did COCCOC(=O)C(CC(=O)O)NCc1ccco1 (stereo not given) do in these assays?
GLP-1R agonist: -3%; SW480 rerep: -4%; HT1080 IDH1KD tx: 14%; GLP1R inv ag: -16%; KB-V1 MDR tox: 7%; KB-3-1 tox: -5%; TDP43 rescue: 0%; HT1080-NT tox: 11%; GLP1R cytotox: -5%

What do the screens show for `COc1ccc(-c2cnc3nc[nH]c(=O)c3n2)cc1`?
GLP-1R agonist: 10%; SW480 rerep: -15%; HT1080 IDH1KD tx: 18%; GLP1R inv ag: 22%; KB-V1 MDR tox: inconclusive; KB-3-1 tox: -5%; TDP43 rescue: -15%; HT1080-NT tox: 44%; GLP1R cytotox: 88%[activator]

How did Cc1sc2nc(CSC(C)C(=O)Nc3ccc(C(N)=O)cc3)[nH]c(=O)c2c1C (stereo not given) do in these assays?
GLP-1R agonist: 4%; SW480 rerep: -9%; HT1080 IDH1KD tx: -6%; GLP1R inv ag: 11%; KB-V1 MDR tox: 5%; KB-3-1 tox: 3%; TDP43 rescue: -10%; HT1080-NT tox: -5%; GLP1R cytotox: 24%

Results for CCOC(=O)c1cc(C(C)C)sc1NC(=O)COC(=O)CCS(=O)(=O)c1ccccc1 ?
GLP-1R agonist: 8%; SW480 rerep: inconclusive; HT1080 IDH1KD tx: 4%; GLP1R inv ag: 0%; KB-V1 MDR tox: 18µM*; KB-3-1 tox: 2%; TDP43 rescue: 25%; HT1080-NT tox: -5%; GLP1R cytotox: 11%

Sorted by molar mass (ascending): part of the list above
Results for COc1ccc(OC)c(/C=N/NC(=O)c2ccc[n+](CC(=O)c3ccccc3)c2)c1 ?
GLP-1R agonist: -2%; SW480 rerep: -19%; HT1080 IDH1KD tx: -2%; GLP1R inv ag: 11%; KB-V1 MDR tox: -23%; KB-3-1 tox: -4%; TDP43 rescue: -4%; HT1080-NT tox: 1%; GLP1R cytotox: -1%

What do the screens show for `Cc1c(C(=O)NCCc2ccccc2)oc2ccc(S(=O)(=O)N3CCOCC3)cc12`?
GLP-1R agonist: -3%; SW480 rerep: 16%; HT1080 IDH1KD tx: -1%; GLP1R inv ag: inconclusive; KB-V1 MDR tox: -18%; KB-3-1 tox: 21%; TDP43 rescue: 6%; HT1080-NT tox: -11%; GLP1R cytotox: -10%

Results for CC1CCc2nc(NC(=O)c3ccc(S(=O)(=O)N4CCCc5ccccc54)cc3)sc2C1 (stereo not given) ?
GLP-1R agonist: -6%; SW480 rerep: 0%; HT1080 IDH1KD tx: 1%; GLP1R inv ag: -35%; KB-V1 MDR tox: inconclusive; KB-3-1 tox: -26%; TDP43 rescue: -19%; HT1080-NT tox: 1%; GLP1R cytotox: -1%

Compound activity from PubChem BioAssay.
